KOR beta-arrestin-1 – KOR agonists, beta-arrestin recruitment, primary screen, cell-based, luminescence, uHTS (AID 1777); KOR beta-arrestin recruitment, luminescence; higher % means a stronger effect; activation, % at 10 µM; hits with a dose series show EC50 in µM; 280,000 compounds, 0.02% hits; in the data active = activation above about 50%, passing the limit was not always enough; note: a part of the inactive calls stands beside numbers as strong as those of hits
T cell modulator – T cell immune modulators affecting CD8 T cell-vesicle binding. 2C CD8+ T cell-vesicle binding, flow cytometry; stronger effect = lower value. calls only at 7 µM. 330,000 compounds, 0.068% hits. AID 2052;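 active = response, share of CD8 T cells binding vesicles, and their 90th percentile fluorescence all below set limits, cut at about 80% in these data, passing the limit was not always enough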
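Benchmarks: naked versus QL9-loaded vesicles / Assay system: purified 2C TCR transgenic mouse naive CD8+ T cells / Technique: high-throughput flow cytometry with anti-B7-1 and anti-CD8 staining / Timing: Cell–vesicle co-incubation 1.5 h at 37 °C, staining 20 min on ice / Read-out: percent CD8+ FL2 mean versus row control / Probe or stimulus: QL9-loaded Drosophila micro-vesicles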
GPR55 activation – GPR55 agonists via beta-arrestin recruitment, primary screen, imaging, U2OS cells, beta-arrestin-GFP redistribution (AID 1961). activation, % at 10 µM, or EC50 in µM where a hit was titrated. 290,000 compounds, 0.048% hits. U2OS GPR55 beta-arrestin-GFP redistribution imaging; higher % means a stronger effect;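 active = activation above 40% with more than 50 cells counted in the well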;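 note: U2OS osteosarcoma cells stably expressing GPR55 and beta-arrestin-GFP; plate controls were DMSO negative control for no effect and LPI positive control for full effect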
NTR1 agonist – agonists of NTR1, primary screen, imaging, U2OS cells, beta-arrestin-GFP, high content (AID 493036); P30989; NTR1-U2OS beta-arrestin-GFP spot imaging, agonist mode; activation, % at 20 µM; 330,000 compounds, 0.17% hits;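 active = activation at or above 40% of the spot to cytoplasm intensity ratio, with at least 20 cells analyzed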;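 note: 0% = DMSO without peptide and 100% = 100 nM NTR1 peptide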
Target sequence (P30989 whole entry, looked up): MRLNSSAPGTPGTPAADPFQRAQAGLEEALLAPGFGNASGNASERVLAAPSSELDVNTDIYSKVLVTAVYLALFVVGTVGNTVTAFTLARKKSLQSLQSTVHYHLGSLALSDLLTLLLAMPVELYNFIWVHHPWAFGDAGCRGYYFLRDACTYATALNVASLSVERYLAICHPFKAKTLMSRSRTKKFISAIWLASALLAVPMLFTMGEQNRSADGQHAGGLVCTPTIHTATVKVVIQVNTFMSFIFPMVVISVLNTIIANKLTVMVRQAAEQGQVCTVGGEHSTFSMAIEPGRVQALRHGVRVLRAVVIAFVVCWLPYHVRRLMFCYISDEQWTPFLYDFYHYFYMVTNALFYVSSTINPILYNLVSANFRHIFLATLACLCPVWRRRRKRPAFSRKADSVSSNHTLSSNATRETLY
PhoP inhibition – PhoP-dependent GFP reporter repression – Salmonella Typhimurium, primary screen (AID 1863). S. Typhimurium PhoP-regulated promoter GFP reporter, 4 h; higher % means a stronger effect. inhibition, % at 50 µM, or IC50 in µM where a hit was titrated. 300,000 compounds, 0.16% hits;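 active = inhibition over 29.93%, a cutoff 3 SD above the screen mean, later confirmed by dose response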;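 note: 0% = low Mg2+ inducing control and 100% = high Mg2+ repressing control; strong numbers were not always called active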
KOR beta-arrestin-2 – kappa opioid receptor blockers – cell-based, luminescence, uHTS (AID 1778). KOR beta-arrestin recruitment, luminescence, antagonist mode; higher % means a stronger effect. one-dose inhibition, % at 10 µM; IC50 in µM for titrated hits. 290,000 compounds, 0.091% hits; in the data active = inhibition above about 50%; note: strong numbers were not always called active
GPR35 antagonists – inhibition of zaprinast-stimulated GPR35 beta-arrestin translocation – imaging, U2OS, beta-arrestin-GFP, zaprinast agonist, primary screen (AID 2058); 290,000 compounds, 0.052% hits; U2OS GPR35 beta-arrestin-GFP translocation imaging, zaprinast antagonism; higher % means a stronger effect; one-dose inhibition, % at 10 µM; IC50 in µM for titrated hits;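 active = inhibition of at least 50% with at least 30 cells and total cytoplasm GFP at most 10,000,000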
West Nile antiviral – West Nile virus antiviral activity, cell-based, CPE readout (AID 1621); West Nile virus-infected cells, CPE inhibition; higher % means a stronger effect; CPE inhibition, % at 10 µM, or IC50 in µM where a hit was titrated; 290,000 compounds, 0.02% hits; in the data active = a potency from the dose series; note: strong numbers were not always called active
GPR55 LPI antagonism – GPR55 antagonists blocking LPI-driven arrestin recruitment, primary screen, imaging, U2OS, beta-arrestin-GFP, LPI agonist (AID 2013); U2OS GPR55 beta-arrestin-GFP translocation imaging, LPI antagonism; higher % means a stronger effect; inhibition, % at 10 µM; hits with a dose series show IC50 in µM; 290,000 compounds, 0.13% hits;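 active = spots per cell inhibited over 60%, with over 100 cells counted and total cytoplasm intensity under 500,000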;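 note: U2OS cells stably carrying GPR55 and arrestin-GFP stimulated by 5 µM LPI near EC80; imaged beta-arrestin-GFP aggregate spots per cell after agonist stimulation; plate controls were LPI-stimulated DMSO wells for no effect and DMSO wells without LPI for full effect; some results filed as inactive read as strong as hits; confirmed hits need IC50 under 10 µM and bright autofluorescent wells are also inconclusive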
T cell modulator vesicle-bound % – further read-out of T cell modulator, marked with its call; double positive events, %; measured here: CD8+ vesicle-bound cell fraction;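 binding gate set so that unloaded-vesicle control wells show 10% double positive cells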
NTR1 agonist cell count 20 µM – further read-out of NTR1 agonist, marked with its call; cell count; measured here: cell count, cytotoxicity flag
The depositor's hits bear a star; i = inactive; . = not tested or not shown; [ ] = another dose, or the depositor's remark.

no.	smiles	T cell modulator	GPR55 activation	T cell modulator vesicle-bound %	NTR1 agonist	GPR55 LPI antagonism	GPR35 antagonists
1	COc1ccc(C(=O)N(Cc2ccco2)C(C(=O)NC2CCCC2)c2ccc(O)cc2)cc1OC (stereo unspecified)	i	-0.2%	32	1.0	3%	5%
2	COc1ccc(-n2nc(C(=O)NCC(=O)N3CCN(c4ccccc4)CC3)c3ccccc3c2=O)c(OC)c1	i	0.2%	25	1.3	0%	-8%
3	Cc1ccccc1NC(=O)NCC1CCN(C(=O)OC(C)(C)C)CC1	i	0.0%	43	1.7	-4%	-1%
4	Cc1ccc(NC(=O)CCn2cnc3ccccc3c2=O)cc1	i	-0.1%	60	-0.8	-7%	24%
5	COc1ccc(NC(=O)C2=NN(C3CCS(=O)(=O)C3)C(=O)CC2)cn1 (stereo unspecified)	i	-0.3%	19	-1.4	10%	-9%
6	CNC(=O)c1cccc2nc3ccccc3nc12	i	0.2%	38	0.2	-16%	-16%
7	CC1CCN(Cc2cc(=O)oc3ccc(C(C)C)cc23)CC1	i	0.0%	14	6.7	7%	8%
8	COC(=O)CSc1nnc(-c2ccco2)n1Cc1ccco1	i	0.1%	52	-0.1	-13%	-12%
9	COc1ccc(-c2nnc(SCC(=O)N3CCCC3)o2)cc1	i	-0.1%	20	-0.2	1%	13%
10	COc1ccc(C2/C=C\CN(C(=O)Oc3ccc(C(F)(F)F)cc3)CC(=O)N2Cc2ccc(F)cc2)cc1 (stereo unspecified)	i	-0.1%	30	6.3	10%	3%
11	Cc1ccn2c(=O)c(C(=O)NCCC3=CCCCC3)c(O)nc2c1	i	-0.1%	53	0.8	-4%	-12%
12	COc1cc(C(=O)NCC(C)C)cc(OC)c1OC	i	-0.2%	28	1.6	5%	-8%
13	O=C(c1c[nH]c(C(=O)N2CCN(Cc3ccccc3)CC2)c1)C1CCCCC1	i	-0.3%	2	-0.8	11%	-12%
14	COc1ccc(C(=O)CNc2ccc3ccccc3c2)cc1	.	0.3%	.	1.3	-2%	-6%
15	Cc1sc(NC(=O)c2ccccc2)c(C(=O)NC(C)C)c1C	i	-0.1%	45	1.3	4%	11%

no.	PhoP inhibition	West Nile antiviral	KOR beta-arrestin-1	KOR beta-arrestin-2	NTR1 agonist cell count 20 µM
1	-6%	2.6%	0.6%	-41%	48
2	6%	0.6%	6.0%	-90%	37
3	3%	-0.9%	-2.4%	.	44
4	7%	0.4%	-4.9%	-8%[20 µM]	64
5	4%	0.0%	-2.5%	-6%	40
6	-12%	0.2%	1.5%	15%	44
7	1%	2.7%	6.4%	-31%	93
8	38%	-0.1%	-5.1%	-11%	36
9	3%	0.0%	1.9%	-27%	44
10	4%	-0.2%	-1.1%	18%	55
11	5%	0.5%	-5.4%	20%	69
12	-1%	-0.1%	-3.9%	10%	77
13	1%	-1.1%	-3.8%	-9%	36
14	2%	0.2%	-1.3%	-54%[20 µM]	80
15	-8%	-0.6%	-6.6%	17%	50

Some of the entries so far, in transposed form.
(1) COc1ccc(C(=O)N(Cc2ccco2)C(C(=O)NC2CCCC2)c2ccc(O)cc2)cc1OC (stereo unspecified)
(2) COc1ccc(-n2nc(C(=O)NCC(=O)N3CCN(c4ccccc4)CC3)c3ccccc3c2=O)c(OC)c1
(3) Cc1ccccc1NC(=O)NCC1CCN(C(=O)OC(C)(C)C)CC1
(4) Cc1ccc(NC(=O)CCn2cnc3ccccc3c2=O)cc1
(5) COc1ccc(NC(=O)C2=NN(C3CCS(=O)(=O)C3)C(=O)CC2)cn1 (stereo unspecified)
(6) CNC(=O)c1cccc2nc3ccccc3nc12
(7) CC1CCN(Cc2cc(=O)oc3ccc(C(C)C)cc23)CC1
(8) COC(=O)CSc1nnc(-c2ccco2)n1Cc1ccco1
(9) COc1ccc(-c2nnc(SCC(=O)N3CCCC3)o2)cc1
(10) COc1ccc(C2/C=C\CN(C(=O)Oc3ccc(C(F)(F)F)cc3)CC(=O)N2Cc2ccc(F)cc2)cc1 (stereo unspecified)

Compound | 1 | 2 | 3 | 4 | 5 | 6 | 7 | 8 | 9 | 10
T cell modulator | i | i | i | i | i | i | i | i | i | i
GPR55 activation | -0.2% | 0.2% | 0.0% | -0.1% | -0.3% | 0.2% | 0.0% | 0.1% | -0.1% | -0.1%
T cell modulator vesicle-bound % | 32 | 25 | 43 | 60 | 19 | 38 | 14 | 52 | 20 | 30
NTR1 agonist | 1.0 | 1.3 | 1.7 | -0.8 | -1.4 | 0.2 | 6.7 | -0.1 | -0.2 | 6.3
GPR55 LPI antagonism | 3% | 0% | -4% | -7% | 10% | -16% | 7% | -13% | 1% | 10%
GPR35 antagonists | 5% | -8% | -1% | 24% | -9% | -16% | 8% | -12% | 13% | 3%
PhoP inhibition | -6% | 6% | 3% | 7% | 4% | -12% | 1% | 38% | 3% | 4%
West Nile antiviral | 2.6% | 0.6% | -0.9% | 0.4% | 0.0% | 0.2% | 2.7% | -0.1% | 0.0% | -0.2%
KOR beta-arrestin-1 | 0.6% | 6.0% | -2.4% | -4.9% | -2.5% | 1.5% | 6.4% | -5.1% | 1.9% | -1.1%
KOR beta-arrestin-2 | -41% | -90% | . | -8%[20 µM] | -6% | 15% | -31% | -11% | -27% | 18%
NTR1 agonist cell count 20 µM | 48 | 37 | 44 | 64 | 40 | 44 | 93 | 36 | 44 | 55

Other records.
no.	smiles	T cell modulator	GPR55 activation	T cell modulator vesicle-bound %	NTR1 agonist	GPR55 LPI antagonism	GPR35 antagonists
16	CCn1c(SCC(=O)Nc2ccc(NC(=O)c3ccco3)c(OC)c2)nc2ccccc2c1=O	i	-0.4%	15	11	-3%	4%
17	CCC(C)(C)n1nnnc1CN(Cc1cccs1)Cc1cc2cc(OC)ccc2[nH]c1=O	i	-0.2%	9	2.1	0%	-8%
18	CCN(CC)C(=O)C1CCN(Cc2ccc(OCc3ccccc3)cc2)CC1	i	-0.2%	63	3.6	-1%	-19%
19	COc1ccccc1NC(=O)CCNS(=O)(=O)c1ccc2c(c1)CC(C)N2C(=O)C1CC1 (stereo unspecified)	i	0.1%	13	0.0	12%	-16%
20	CC1CCN(c2nc3ccccc3nc2C(C#N)C(=O)NC2CCCCC2)CC1 (stereo unspecified)	i	0.3%	25	3.0	27%	0%
21	O=C(CSc1ccc(-c2ccco2)nn1)N1CCCCCC1	i	0.9%	30	-0.8	4%	-12%
22	CC(Nc1nc(-c2ccc(F)cc2)cs1)c1nc2cc(Cl)c(Cl)cc2n1CCOCCO (stereo unspecified)	i	.	24	13	.	.
23	CC(=O)NCC(O)c1ccc([N+](=O)[O-])cc1 (stereo unspecified)	i	1.0%	42	-0.1	7%	2%
24	CCOc1ccccc1NC(=O)CCNS(=O)(=O)c1cccc2nsnc12	i	-0.2%	22	0.4	4%	11%
25	CCc1ccc(NS(=O)(=O)c2cc(OC)ccc2OC)cc1	i	0.8%	15	-0.2	9%	-2%
26	CCCNC(=O)COC(=O)c1cc2c(=O)n3ccccc3nc2s1	i	-0.3%	37	-1.1	-3%	-3%
27	COc1ccc(C2Nc3ccccc3C(=O)N2NS(=O)(=O)c2ccc(C)cc2)c(OC)c1 (stereo unspecified)	i	0.3%	10	-1.4	3%	7%
28	COc1cccc(NC(=O)CNC(=O)c2cccs2)c1	i	-0.2%	3	-0.4	-1%	8%
29	CCN(CC)S(=O)(=O)c1cccc(C(=O)OCC(=O)Nc2ccccc2OC(F)F)c1	i	0.0%	23	-0.3	1%	-1%
30	COc1ccc(CCNC(=O)c2cccc3ccccc23)cc1OC	i	-0.2%	62	0.3	2%	-2%

no.	PhoP inhibition	West Nile antiviral	KOR beta-arrestin-1	KOR beta-arrestin-2	NTR1 agonist cell count 20 µM
16	-1%	-0.3%	17%	-119%	60
17	-2%	0.6%	9.0%	20%	48
18	1%	-1.4%	-5.7%	15%[20 µM]	63
19	-11%	-0.5%	-2.6%	-36%	71
20	.	1.1%	-6.0%	19%	34
21	8%	-0.6%	-1.4%	15%	61
22	-2%	-1.0%	.	.	101
23	-4%	0.1%	0.7%	26%	48
24	7%	-0.1%	1.2%	-12%	55
25	0%	-1.1%	10%	24%	51
26	-13%	0.8%	2.5%	1%	44
27	-3%	-0.4%	-1.5%	-36%	57
28	35%	0.2%	-3.1%	19%	39
29	-16%	0.5%	-2.0%	-16%	124
30	-6%	-0.5%	1.6%	-18%	68

Further compounds
no.	smiles	T cell modulator	GPR55 activation	T cell modulator vesicle-bound %	NTR1 agonist	GPR55 LPI antagonism	GPR35 antagonists
31	Cc1cccc(CS(=O)(=O)Cc2ccc(C(=O)NCc3ccco3)o2)c1	i	-0.1%	38	3.5	1%	-2%
32	N#Cc1c(-c2ccc(Br)cc2)nc2n(c1=O)CCCS2	i	-0.1%	24	1.9	6%	-4%
33	Cc1cccc(-c2nnc(SCC(=O)NC3CC3)n2C)c1	i	0.0%	63	1.5	0%	11%
34	C=CCn1c(-c2ccccc2)c[nH]c1=S	i	0.2%	14	0.1	8%	1%
35	Cc1ccc(S(=O)(=O)NCC(=O)OCC(=O)Nc2cccc(S(=O)(=O)NC3=NCCCCC3)c2)cc1C	i	0.4%	42	0.9	8%	3%
36	CC(C)(C)C(=O)CN1CCN(C2c3ccccc3-c3ccccc32)CC1	i	-0.1%	36	-0.8	3%	1%
37	COc1cc(NC(=O)c2ccccc2F)ccc1NC(=O)c1ccccc1Cl	i	-0.1%	62	0.2	7%	-6%
38	Cc1cc(Cl)ccc1OCC(=O)Nn1c(C)ccc1C	i	-0.3%	51	2.0	-3%	-14%
39	Cc1cc(C)c(S(C)(=O)=O)c(Oc2ccccc2C)n1	i	-0.1%	38	-0.7	1%	-10%

no.	PhoP inhibition	West Nile antiviral	KOR beta-arrestin-1	KOR beta-arrestin-2	NTR1 agonist cell count 20 µM
31	0%	.	-3.8%	4%	66
32	18%	0.8%	0.2%	-15%	64
33	-6%	-0.2%	0.7%	16%	57
34	-19%	-0.3%	-1.4%	-20%	68
35	-11%	0.5%	-2.5%	9%	61
36	-4%	-0.1%	17%	-18%	49
37	-10%	-0.1%	-1.7%	-17%	88
38	-2%	-0.1%	-1.4%	-1%	91
39	1%	0.5%	2.1%	4%	49

Screening data (PubChem)
